PPARg SRC-2 ag – PPARgamma-driven SRC-2 recruitment agonism | P37231 | activation, % at 8 µM | PPARgamma LBD-SRC-2 recruitment, biochemical | hit rate 0.34% among 200,000; in the data active = activation above about 22%;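 also: 0% = vehicle and 100% = reference agonist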
SRC2 TRFRET art – flags TR-FRET format artefacts in PPARgamma SRC-2 recruitment agonist screen | TR-FRET ratio at 8 µM | TR-FRET artefact counter-screen; active compounds read high | hit rate 0.4% among 200,000; in the data active = TR-FRET ratio above about 2000; also: inactives centre near 1500; reference of the scale not given here
S1P3 antag – antagonists of human S1P3 receptor. inhibition, % at 4.98 µM. hit rate 0.27% among 170,000. CHO S1P3 NFAT-BLA reporter, FRET fluorescence, antagonist mode. Q99500;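 active = inhibition above the plate cutoff, the mean inhibition of test wells on that plate plus 3 SD, cut at about 28% in these data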;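 also: cells challenged with S1P at its EC80 of 0.8 µM; blue over green emission ratio from cleaved BLA substrate after 4 h stimulation; 0% = S1P-stimulated wells and 100% = unstimulated DMSO-only wells; some compounds past the cut are filed as inactive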
bIAP act – intestinal alkaline phosphatase (bovine) activation; hit rate 0.17% among 200,000; purified bovine IAP, CDP-star luminescence, 30 min; active compounds read high; fold of DMSO-control signal, blank-subtracted; AID 1016; activation factor at 20 µM;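 active = activation factor of 2 or more at 20 µM, a signal rise over negative controls twice the positive control's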
bIAP inhibitor – intestinal alkaline phosphatase (bovine) inhibition; purified bovine IAP, CDP-star luminescence, 30 min; inhibition, % at 20 µM; 190,000 tested, under 10 active; AID 1019;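 active = over 50% inhibition of intestinal alkaline phosphatase at 20 µM in the single-dose screen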
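System: Purified bovine intestinal alkaline phosphatase (IAP) enzyme | Input: IAP diluted 1/65,000,000 in the well | Also added: CDP-star chemiluminescent phosphatase substrate, 30 µM final | Dosing: 20 µM single dose | Times: Enzyme reaction for 30 min at room temperature | Detection: Luminescence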
PPARg SRC1 recr – promotes SRC-1 coactivator recruitment by human PPARgamma | PPARgamma-SRC-1 coactivator recruitment biochemical assay | activation, % at 8 µM | AID 631 | hit rate 0.41% among 200,000 | P37231; in the data active = activation above about 19%;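 also: 0% = DMSO and 100% = reference agonist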
TLR4-MyD88 BLA – inhibitors of human TLR4-MyD88 binding. O00206+Q99836. HeLa CL3-4 TLR4/MyD88 BLA complementation, FRET ratio. inhibition, % at 8.4 µM. hit rate 0.18% among 200,000. AID 861; in the data active = inhibition above about 25%;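 also: 0% = vehicle and 100% = reference inhibitor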
Target sequence (O00206 whole entry, looked up): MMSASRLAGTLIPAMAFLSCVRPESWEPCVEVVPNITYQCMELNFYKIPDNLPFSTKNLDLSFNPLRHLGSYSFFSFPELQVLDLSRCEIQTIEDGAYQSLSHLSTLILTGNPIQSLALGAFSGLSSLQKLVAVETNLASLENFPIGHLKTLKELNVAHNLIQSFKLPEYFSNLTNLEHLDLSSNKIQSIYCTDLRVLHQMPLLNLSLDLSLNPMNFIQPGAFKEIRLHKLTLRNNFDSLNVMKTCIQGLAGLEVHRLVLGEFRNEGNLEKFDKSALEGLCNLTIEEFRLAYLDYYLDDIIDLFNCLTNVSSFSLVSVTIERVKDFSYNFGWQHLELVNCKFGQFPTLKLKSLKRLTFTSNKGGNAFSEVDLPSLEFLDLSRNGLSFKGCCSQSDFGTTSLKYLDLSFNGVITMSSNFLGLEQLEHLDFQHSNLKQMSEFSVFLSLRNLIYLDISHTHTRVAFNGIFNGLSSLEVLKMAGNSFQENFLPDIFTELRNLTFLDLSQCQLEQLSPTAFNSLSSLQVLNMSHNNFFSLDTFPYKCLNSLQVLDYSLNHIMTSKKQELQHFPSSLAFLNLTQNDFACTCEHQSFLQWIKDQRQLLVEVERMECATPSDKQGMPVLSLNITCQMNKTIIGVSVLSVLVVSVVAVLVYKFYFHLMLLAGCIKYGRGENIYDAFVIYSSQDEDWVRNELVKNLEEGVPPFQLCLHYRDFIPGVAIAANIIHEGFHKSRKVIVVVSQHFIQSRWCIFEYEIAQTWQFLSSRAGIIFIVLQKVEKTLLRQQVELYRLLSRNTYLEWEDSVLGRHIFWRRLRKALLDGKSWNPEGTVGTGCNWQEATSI
Target sequence (Q99836 whole entry, looked up): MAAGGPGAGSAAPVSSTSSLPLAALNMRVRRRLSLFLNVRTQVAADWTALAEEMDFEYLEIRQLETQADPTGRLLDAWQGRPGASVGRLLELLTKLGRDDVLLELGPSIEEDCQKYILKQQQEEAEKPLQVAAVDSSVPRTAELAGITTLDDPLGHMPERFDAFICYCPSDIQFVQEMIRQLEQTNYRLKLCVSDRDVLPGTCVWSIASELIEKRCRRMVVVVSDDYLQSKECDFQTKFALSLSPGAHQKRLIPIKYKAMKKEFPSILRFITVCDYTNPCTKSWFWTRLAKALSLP
ROMK primary – modulators of human ROMK potassium channel. P48048. Tet-inducible ROMK, thallium flux fluorescence; actives lie on both sides. B-score at 10 µM. hit rate 2% among 130,000. AID 1918;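 active = signal ratio slope over the read window, or its plate-corrected B-score, at least 3 SD from the plate mean, either direction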;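 also: B-score of the F/F0 ratio slope over 7 to 12 s after thallium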
PPARg SRC-3 ag – promotes SRC-3 coactivator recruitment by human PPARgamma. hit rate 0.26% among 200,000. activation, % at 8 µM. biochemical PPARgamma/SRC-3 coactivator recruitment assay. AID 731. P37231; in the data active = activation above about 23%;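 also: 0% = DMSO and 100% = reference agonist; some compounds past the cut are filed as inactive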
Lmaj promast – reduces viability of Leishmania major promastigotes; resazurin fluorescence viability; inhibition, % at 10 µM; hit rate 9% among 200,000; AID 1063; in the data active = inhibition above about 50%;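 also: promastigotes grown with compound for 44 hours at 28 °C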
Redox H2O2 prof – compounds producing H2O2 with reducing agent – biochemical, NIH compound library profiling, artefact control for MLSCN library redox annotation, primary screen; DTT-dependent redox cycling H2O2, phenol red/HRP absorbance; 100% = 100 µM peroxide control, 0% = buffer; activation, % at 10 µM; hit rate 0.03% among 200,000; AID 878;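 active = activation of at least 50% relative to the plate's high and low controls in the primary single-dose screen; inactive = activation below 50%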;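 also: compound incubated with DTT at 0.8 mM final as the reducing agent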
Starred values were filed as active, the others as inactive.

For Cc1cc(C)nc(N(C#N)CC(=O)Nc2ccccc2)n1 the results were PPARg SRC-2 ag 3, SRC2 TRFRET art 1527, S1P3 antag -3, bIAP act 1, bIAP inhibitor 3, PPARg SRC1 recr 1, TLR4-MyD88 BLA 4, ROMK primary 0.91, PPARg SRC-3 ag 3, Lmaj promast 3 and Redox H2O2 prof 0.1.
For COc1cccc(-c2csc(N3CCN(CC(=O)Nc4ccc5c(c4)OCO5)CC3)n2)c1 the results were PPARg SRC-2 ag -3, SRC2 TRFRET art 1459, S1P3 antag 9, bIAP act 1, bIAP inhibitor -1, PPARg SRC1 recr -6, TLR4-MyD88 BLA -7, PPARg SRC-3 ag -13, Lmaj promast 4 and Redox H2O2 prof 2.8.
COc1cc2c(cc1OC)CN(S(=O)(=O)c1ccc3c(c1)OCCO3)CC2 was read as PPARg SRC-2 ag -2, SRC2 TRFRET art 1451, S1P3 antag -30, bIAP act 1, bIAP inhibitor -3, PPARg SRC1 recr -3, TLR4-MyD88 BLA -3, PPARg SRC-3 ag 6, Lmaj promast -2 and Redox H2O2 prof 2.1.
For COc1cccc(-n2cc(CN(C)Cc3nc(Cc4cccc(F)c4)no3)cn2)c1 the results were PPARg SRC-2 ag 1, SRC2 TRFRET art 1369, S1P3 antag 13, bIAP act 1, bIAP inhibitor -5, PPARg SRC1 recr -8, TLR4-MyD88 BLA -4, ROMK primary -0.83, PPARg SRC-3 ag 1, Lmaj promast -4 and Redox H2O2 prof 0.4.
Screening CCN(CC)c1ccc(/C=C/c2nc3ccccc3s2)cc1 returned PPARg SRC-2 ag 9, SRC2 TRFRET art 1664, bIAP act 0.9, bIAP inhibitor 9, PPARg SRC1 recr 2, TLR4-MyD88 BLA 56*, PPARg SRC-3 ag 7, Lmaj promast -7 and Redox H2O2 prof 5.4.
For COc1ccc(-n2c(SCC(N)=O)nnc2-c2ccccc2F)cc1 the results were PPARg SRC-2 ag 5, SRC2 TRFRET art 1553, S1P3 antag -5, bIAP act 1, bIAP inhibitor 4, PPARg SRC1 recr 0, TLR4-MyD88 BLA -6, PPARg SRC-3 ag -1, Lmaj promast -2 and Redox H2O2 prof 1.1.
Screening Cc1ccc(N(CC(O)CN2CCCC2)S(=O)(=O)c2ccc(C)cc2)cc1 (stereo not drawn) returned PPARg SRC-2 ag -5, SRC2 TRFRET art 1614, bIAP act 1.1, bIAP inhibitor -5, PPARg SRC1 recr 5, TLR4-MyD88 BLA -10, ROMK primary -1.1, PPARg SRC-3 ag -11, Lmaj promast 28 and Redox H2O2 prof -1.1.
`COc1ccc(NC(=O)Nc2cccc(C)n2)cc1` gave PPARg SRC-2 ag -5, SRC2 TRFRET art 1672, S1P3 antag 9, bIAP act 0.8, bIAP inhibitor 16, PPARg SRC1 recr 4, TLR4-MyD88 BLA -4, PPARg SRC-3 ag 6, Lmaj promast -4 and Redox H2O2 prof -0.5.
Screening CSc1ccccc1-n1nnnc1SCC(=O)Nc1ccccc1C returned PPARg SRC-2 ag 0, SRC2 TRFRET art 1576, bIAP act 0.8, bIAP inhibitor 18, PPARg SRC1 recr -5, TLR4-MyD88 BLA 2, ROMK primary -0.045, PPARg SRC-3 ag -7, Lmaj promast 19 and Redox H2O2 prof 0.5.
Screening O=C(Cn1cnc2ccccc2c1=O)NCc1cccs1 returned PPARg SRC-2 ag -1, SRC2 TRFRET art 1710, S1P3 antag 18, bIAP act 1, bIAP inhibitor -2, PPARg SRC1 recr -1, TLR4-MyD88 BLA -9, ROMK primary -0.021, PPARg SRC-3 ag 2, Lmaj promast -6 and Redox H2O2 prof 0.1.
For Cc1cc(C)c(OC2(c3ccccc3)OC(=O)c3ccccc32)c(C)c1 (stereo not drawn) the results were PPARg SRC-2 ag -5, SRC2 TRFRET art 1442, bIAP act 0.8, bIAP inhibitor 25, PPARg SRC1 recr 2, TLR4-MyD88 BLA -2, PPARg SRC-3 ag 2, Lmaj promast 3 and Redox H2O2 prof -3.9.
Cc1nn(CC(=O)Nc2ccc(Cl)c(S(=O)(=O)N(C)C)c2)c(C)c1[N+](=O)[O-] was read as PPARg SRC-2 ag 3, SRC2 TRFRET art 1562, S1P3 antag -2, bIAP act 1.1, bIAP inhibitor -12, PPARg SRC1 recr 4, TLR4-MyD88 BLA 4, PPARg SRC-3 ag 2, Lmaj promast 31 and Redox H2O2 prof -0.4.
Screening COCCNC(=O)c1cnn2c(C(F)F)cc(-c3ccccc3)nc12 returned PPARg SRC-2 ag 0, SRC2 TRFRET art 1264, S1P3 antag 1, bIAP act 1.2, bIAP inhibitor -24, PPARg SRC1 recr -4, TLR4-MyD88 BLA 6, ROMK primary 0.031, PPARg SRC-3 ag -1, Lmaj promast -2 and Redox H2O2 prof 0.1.
Screening Cc1cc(N2CCN(C)CC2)nc2ccc(NC(=O)c3ccc4c(c3)OCO4)cc12 returned PPARg SRC-2 ag -7, SRC2 TRFRET art 1572, bIAP act 1, bIAP inhibitor -2, PPARg SRC1 recr -3, TLR4-MyD88 BLA 7, PPARg SRC-3 ag -6, Lmaj promast 100* and Redox H2O2 prof -0.1.
`COc1ccccc1-c1nnc(NC(=O)OCC(C)C)s1` gave PPARg SRC-2 ag 9, SRC2 TRFRET art 1610, S1P3 antag 38, bIAP act 1.1, bIAP inhibitor -12, PPARg SRC1 recr 16, TLR4-MyD88 BLA -2, PPARg SRC-3 ag 6, Lmaj promast 1 and Redox H2O2 prof 2.9.
For O=C(NCc1ccc(F)cc1)C(=O)NCC(c1ccco1)N1CCOCC1 (stereo not drawn) the results were PPARg SRC-2 ag 5, SRC2 TRFRET art 1583, S1P3 antag 7, bIAP act 1.1, bIAP inhibitor -6, PPARg SRC1 recr 8, TLR4-MyD88 BLA -10, ROMK primary 0.74, PPARg SRC-3 ag 2, Lmaj promast -2 and Redox H2O2 prof -1.8.
Cc1ccc(NC(=O)COC(=O)CN2C(=O)C3CCCCC3C2=O)cc1S(=O)(=O)N1CCOCC1 (stereo not drawn) was read as PPARg SRC-2 ag -2, SRC2 TRFRET art 1690, S1P3 antag -1, bIAP act 1, bIAP inhibitor 2, PPARg SRC1 recr 1, TLR4-MyD88 BLA 4, ROMK primary 0.56, PPARg SRC-3 ag -6, Lmaj promast -7 and Redox H2O2 prof -0.1.
Cc1cc(S(=O)(=O)N2CCN=C2c2ccccc2)ccc1F was read as PPARg SRC-2 ag 0, SRC2 TRFRET art 1497, bIAP act 0.8, bIAP inhibitor 24, PPARg SRC1 recr 0, TLR4-MyD88 BLA 1, ROMK primary -0.6, PPARg SRC-3 ag 7, Lmaj promast 0 and Redox H2O2 prof 0.7.
`COCCNC(=O)[C@@]1(Cc2ccccc2)C=C[C@@H](C)N1C(C)=O` gave PPARg SRC-2 ag 3, SRC2 TRFRET art 1496, S1P3 antag -10, bIAP act 1.1, bIAP inhibitor -6, PPARg SRC1 recr -3, TLR4-MyD88 BLA -7, ROMK primary 0.5, PPARg SRC-3 ag -6, Lmaj promast -6 and Redox H2O2 prof 0.5.
For S=C(NCC(c1ccco1)N1CCCC1)Nc1ccccc1 (stereo not drawn) the results were PPARg SRC-2 ag 9, SRC2 TRFRET art 1605, S1P3 antag 4, bIAP act 0.8, bIAP inhibitor 19, PPARg SRC1 recr 12, TLR4-MyD88 BLA -10, ROMK primary 0.13, PPARg SRC-3 ag 5, Lmaj promast -2 and Redox H2O2 prof 0.2.
Screening C/C(CC(=O)Nc1ccc(C)c(Cl)c1)=N\NC(=O)Cc1cnc(N)s1 returned PPARg SRC-2 ag -4, SRC2 TRFRET art 1561, S1P3 antag 0, bIAP act 1.1, bIAP inhibitor -11, PPARg SRC1 recr -5, TLR4-MyD88 BLA -7, ROMK primary -0.77, PPARg SRC-3 ag -5, Lmaj promast -3 and Redox H2O2 prof -0.6.
For C=CCn1c(SCC(=O)c2cccs2)nc2sc(C)cc2c1=O the results were PPARg SRC-2 ag 5, SRC2 TRFRET art 1581, S1P3 antag 0, bIAP act 0.9, bIAP inhibitor 13, PPARg SRC1 recr 0, TLR4-MyD88 BLA -9, ROMK primary -0.51, PPARg SRC-3 ag 2, Lmaj promast -3 and Redox H2O2 prof 1.4.
`CC(C)CCC(O)(CCC(C)C)C(=O)NNc1ccccc1` gave PPARg SRC-2 ag 1, SRC2 TRFRET art 1537, S1P3 antag 9, bIAP act 0.9, bIAP inhibitor 6, PPARg SRC1 recr -1, TLR4-MyD88 BLA 4, ROMK primary 0.32, PPARg SRC-3 ag -5, Lmaj promast -2 and Redox H2O2 prof 0.9.
O=C(Cc1ccc(-c2ccccc2)cc1)NC(c1ccccc1)c1ccccc1 was read as PPARg SRC-2 ag -4, SRC2 TRFRET art 1518, S1P3 antag -2, bIAP act 1, bIAP inhibitor -2, PPARg SRC1 recr 3, TLR4-MyD88 BLA -1, PPARg SRC-3 ag 2, Lmaj promast -5 and Redox H2O2 prof 0.8.
For Cc1cc(C)c(S(=O)(=O)N(CC(=O)O)C2CCCCC2)c(C)c1 the results were PPARg SRC-2 ag -1, SRC2 TRFRET art 1621, S1P3 antag -11, bIAP act 1, bIAP inhibitor 4, PPARg SRC1 recr 1, TLR4-MyD88 BLA 4, PPARg SRC-3 ag 0, Lmaj promast 18 and Redox H2O2 prof -2.1.
`Cc1cnnc2c1-c1nonc1CC2` gave PPARg SRC-2 ag 0, SRC2 TRFRET art 1438, S1P3 antag -20, bIAP act 0.9, bIAP inhibitor 5, PPARg SRC1 recr -2, TLR4-MyD88 BLA 5, PPARg SRC-3 ag 7, Lmaj promast -5 and Redox H2O2 prof 3.1.
For CCCn1cnc2c(=O)oc3ccccc3c21 the results were PPARg SRC-2 ag 8, SRC2 TRFRET art 1461, bIAP act 0.9, bIAP inhibitor 14, PPARg SRC1 recr -2, TLR4-MyD88 BLA -7, ROMK primary -0.61, PPARg SRC-3 ag -1, Lmaj promast 2 and Redox H2O2 prof 0.2.
Screening CC(=O)c1ccc(NC(=O)N2C3CCC2CC(O)(c2cccnc2)C3)cc1 (stereo not drawn) returned PPARg SRC-2 ag 5, SRC2 TRFRET art 1474, S1P3 antag 0, bIAP act 1, bIAP inhibitor 1, PPARg SRC1 recr -2, TLR4-MyD88 BLA 5, ROMK primary 0.38, PPARg SRC-3 ag -1, Lmaj promast -2 and Redox H2O2 prof -0.4.
For S=C(NCc1ccccc1)NCc1ccc2c(c1)OCO2 the results were PPARg SRC-2 ag 9, SRC2 TRFRET art 1556, S1P3 antag -3, bIAP act 0.9, bIAP inhibitor 5, PPARg SRC1 recr 6, TLR4-MyD88 BLA -2, PPARg SRC-3 ag 4, Lmaj promast -5 and Redox H2O2 prof 3.1.
For O=c1[nH]c2ccc(S(=O)(=O)N3CCN(C4CCCCC4)CC3)cc2[nH]c1=O the results were PPARg SRC-2 ag 2, SRC2 TRFRET art 1444, S1P3 antag -42, bIAP act 1.2, bIAP inhibitor -16, PPARg SRC1 recr 1, TLR4-MyD88 BLA -11, PPARg SRC-3 ag -2, Lmaj promast -6 and Redox H2O2 prof 2.6.
